Screening data (PubChem BioAssay)
CHRM1 agonist = human M1 muscarinic receptor agonists, primary screen, Fluo-8 calcium fluorescence, CHO-K1 cells, HTS. Muscarinic acetylcholine receptor M1 (Homo sapiens), P11229. CHO-K1 hM1, agonist mode; 0% DMSO, 100% acetylcholine EC100. activation, % at 3 µM. actives 0.33% (n = 360,000);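 active = activation above the run's mean compound activation plus 3 SD, cut at about 16% in these data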;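 also: peak over basal fluorescence ratio within a 140 s kinetic read after compound addition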
TAAR1 antag = human TAAR1 antagonists, primary screen, Fluo-8 calcium fluorescence, CHO RD-HGA16 cells. antagonist. inhibition, % at 3 µM. actives 1.5% (n = 360,000);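 active = inhibition above a per-plate cutoff, the mean inhibition of test compounds on that plate plus 3 SD, cut at about 49% in these data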;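 also: 0% = DMSO plus EC80 beta-PEA response and 100% = DMSO alone without agonist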
Target sequence (Q96RJ0 whole entry, looked up): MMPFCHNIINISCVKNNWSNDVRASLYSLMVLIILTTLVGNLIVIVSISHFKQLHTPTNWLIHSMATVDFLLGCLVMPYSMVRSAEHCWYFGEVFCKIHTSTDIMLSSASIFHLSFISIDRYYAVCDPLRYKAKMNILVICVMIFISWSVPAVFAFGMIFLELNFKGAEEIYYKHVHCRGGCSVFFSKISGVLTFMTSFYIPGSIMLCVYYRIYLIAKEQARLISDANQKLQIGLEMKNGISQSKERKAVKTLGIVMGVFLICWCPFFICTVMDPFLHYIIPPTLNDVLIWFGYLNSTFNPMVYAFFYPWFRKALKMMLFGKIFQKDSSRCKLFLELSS
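Assay system: CHO-derived RD-HGA16 cells stably expressing human TAAR1 plus Gα16. Timing: 140 s kinetic read after compound, 140 s after agonist. Technique: kinetic Fluo-8 calcium fluorescence measurement. Measure: % inhibition of agonist calcium response.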
M1 PAM parental = nonselective calcium activators in parental CHO-K1 cells, primary screen, counter-screen for M1 PAM project, cell-based, Fluo-8 calcium fluorescence, full deck, 1536-well; ATP EC20; 0% at ATP EC20, 100% at ATP max; activation, % at 3 µM; actives 0.02% (n = 360,000);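 active = activation above the run cutoff, the mean activation of all test compounds plus 3 SD, cut at about 40% in these data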;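 also: peak over basal fluorescence ratio in a 140 s read after ATP addition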
OXTR potentiate = human OXTR potentiators, primary screen, fluorescence, CHO-OTR cells, Fluo-8 calcium; Oxytocin receptor (Homo sapiens), P30559; Fluo-8 calcium fluorescence, potentiator mode; 0% = oxytocin EC15, 100% = EC100; activation, % at 3 µM; actives 0.061% (n = 320,000); AID 2445, 2010;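 active = activation above that plate's cutoff, the mean activation of tested compounds plus 3 SD, cut at about 6.6% in these data, passing the limit was not always enough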;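 also: 100% uses oxytocin at 75 nM as the full agonist control; some results filed as inactive read as strong as hits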
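Assay system: CHO-OTR cells, human receptor / Also added: oxytocin at about EC15, sub-maximal agonist stimulus / Dosing: single dose, 3.0 µM nominal final compound concentration / Incubation: 6 min pre-incubation, 100 s read / Technique: Fluo-8 calcium dye fluorescence / Read-out: % activation vs EC15 and EC100 oxytocin / Benchmarks: EC15 oxytocin low, 75 nM oxytocin high / Replicates: singlicate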
TAAR1 ag = human TAAR1 agonists, primary screen, Fluo-8 calcium fluorescence, CHO RD-HGA16 cells; Trace amine-associated receptor 1 (Homo sapiens), Q96RJ0; activation, % at 3 µM; vehicle wells 0%, saturating PEA agonist 100%; actives 0.99% (n = 360,000);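 active = activation above the mean activation of all test compounds in the run plus 3 SD, cut at about 38% in these data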
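System: CHO-derived RD-HGA16 cells with stable Gα16 and human TAAR1. Times: 17-24 h plating, Fluo-8 75 min 37 °C, 30 min RT. Measured by: calcium-sensitive Fluo-8 signal, excitation 470-495, emission 515-575 nm. Read-out basis: % activation relative to PEA EC100 response. Control set: DMSO and PEA EC100. Repeats: no replicates (n 1).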
V1aR counter = agonists of human V1a receptor, primary screen, counter-screen for OXTR agonist project, fluorescence, CHO-V1R cells; Vasopressin V1a receptor (Homo sapiens), P37288; Fluo-8 calcium fluorescence, agonist mode; 0% DMSO, 100% 3 nM vasopressin; activation, % at 3 µM; actives 0.25% (n = 320,000); AID 2797, 2010;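 active = activation above the mean activation of all tested compounds plus 3 SD, per screening run, cut at about 20% in these data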;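 also: signal is peak over basal fluorescence ratio across a 100 second FLIPR read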
Target sequence (P37288 whole entry, looked up): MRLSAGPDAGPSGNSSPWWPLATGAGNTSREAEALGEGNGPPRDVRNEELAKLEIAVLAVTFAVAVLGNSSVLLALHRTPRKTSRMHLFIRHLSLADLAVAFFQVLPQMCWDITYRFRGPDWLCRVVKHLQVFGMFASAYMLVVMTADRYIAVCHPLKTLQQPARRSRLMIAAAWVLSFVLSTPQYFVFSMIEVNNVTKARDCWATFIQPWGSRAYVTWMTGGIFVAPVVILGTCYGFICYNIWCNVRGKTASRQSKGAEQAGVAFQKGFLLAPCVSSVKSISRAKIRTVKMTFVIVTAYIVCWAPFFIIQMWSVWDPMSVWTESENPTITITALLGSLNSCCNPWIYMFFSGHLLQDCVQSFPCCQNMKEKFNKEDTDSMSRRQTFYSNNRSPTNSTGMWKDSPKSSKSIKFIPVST
CHO parental Ca = ATP-evoked calcium signal inhibitors, parental CHO, primary screen, counter-screen for OX1R antagonist project, cell-based, fluorescence, Fluo-8 calcium dye; parental CHO-K1, ATP-induced calcium, Fluo-8 fluorescence; inhibition, % at 5.6 µM; actives 0.63% (n = 330,000);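 active = inhibition above that plate's mean sample inhibition plus 3 SD, cut at about 26% in these data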;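 also: 0% = ATP-challenged DMSO wells and 100% = DMSO wells without ATP; some compounds past the cut are filed as inactive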
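Material: Parental CHO cells | Reagent: ATP | Compound dosing: Single nominal dose of 5.6 µM per compound | Detection: Intracellular calcium via Fluo-8 no-wash fluorescent dye | Read-out: % inhibition of ATP-induced calcium mobilization | Benchmarks: Low control ATP plus DMSO, high control DMSO only | Replicates: Singlicate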
CHO-K1 Ca ag = counter-screen for M1 agonists: effect in parental CHO-K1 cells. Fluo-8 calcium fluorescence; scaled to maximal ATP response, vehicle zero. activation, % at 3 µM. actives 0.48% (n = 360,000). AID 602248, 2012; in the data active = activation above about 15%;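 also: untransfected CHO-K1 host cells lacking M1 receptor as counterscreen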
CHO-K1 Ca antag = counter-screen for M1 antagonists: effect in parental CHO-K1 cells | AID 602250 | actives 0.6% (n = 360,000) | inhibition, % at 3 µM | ATP-induced calcium, Fluo-8 fluorescence;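 active = inhibition above a per-plate cutoff, the plate's mean sample inhibition plus 3 SD, cut at about 24% in these data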;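 also: 0% = DMSO plus EC80 ATP and 100% = DMSO alone without ATP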
* marks the source's active call; other numbers are inactive results; . = no result given.

SMILES | CHRM1 agonist | TAAR1 antag | M1 PAM parental | OXTR potentiate | TAAR1 ag | V1aR counter | CHO parental Ca | CHO-K1 Ca ag | CHO-K1 Ca antag
O=S1(=O)CCN(Cc2ccc(Cl)c(Cl)c2)CC1 | -2 | 8 | 21 | -7 | 10 | -0.4 | -7 | 1.2 | -6
CN(C)/C=N/c1ncc(C(=O)c2ccc(-c3ccccc3)cc2)s1 | -4 | -15 | -7 | -20 | 1 | 3.6 | -6 | 2.6 | -11
CCCS(=O)(=O)N1CCC(C(=O)Oc2ccc(OC)cc2)CC1 | 4 | 11 | 10 | -9 | 2 | 1.6 | 0 | 2.0 | 2
CCOC(=O)c1c(NC(=O)C(F)(OC)C(F)(F)F)sc(C(=O)N2CCCCC2)c1C (stereo unspecified) | -4 | 16 | 15 | -13 | 6 | 2.9 | -15 | 0.6 | 1
Cc1ccc(NC(=O)CNc2ccc(OC(C)C)cc2)c(C)c1 | -4 | -11 | 6 | 0 | -1 | 0.5 | -13 | 0.1 | 4
CCOC(=O)N/N=C/c1cccc(Cl)c1Cl | -7 | 7 | 15 | -4 | -1 | -1.6 | -11 | -0.2 | -9
Cc1cc(-c2nnc(SCC(=O)Nc3ccc(F)c(F)c3)n2N)n[nH]1 | -2 | -4 | 1 | -4 | 19 | 0.8 | -5 | -0.2 | 0
CC(C)Oc1ccc(C(CC(=O)O)NC(=O)Cc2ccc(Cl)cc2)cc1 (stereo unspecified) | -4 | -8 | 17 | -5 | 3 | 0.1 | -12 | 5.4 | 0
CC1CN(CCOc2cccc(Oc3ccccc3)c2)CC(C)O1 (stereo unspecified) | -7 | 11 | 9 | 1 | 4 | -1.2 | -19 | 7.3 | -15
CCOc1ccc(NC(=O)CSc2nnc(Cn3c(=O)sc4ccccc43)n2C)cc1 | -6 | -10 | 21 | -3 | 3 | -0.2 | -2 | 0.5 | -12
COc1cccc(NC(=O)COc2ccc(C(=O)N3CCN(C)CC3)cc2)c1 | -6 | -7 | -14 | -6 | 4 | 1.4 | -16 | 0.0 | 2
Oc1cccc(-n2nnnc2SCc2ccccc2F)c1 | -3 | -2 | -22 | -12 | -2 | 2.2 | -1 | 1.7 | 8
COc1ccccc1NC(=S)N1CCC(NC(=O)c2ccco2)CC1 | -6 | 7 | 10 | -15 | 5 | 0.0 | 6 | 7.5 | 0
CCOc1ccc(S(=O)(=O)NCCC(=O)NC(C)CCc2ccccc2)cc1 (stereo unspecified) | -3 | -27 | -1 | -2 | -2 | -0.1 | -19 | 0.3 | 5
COc1ccc(NC(=O)CN(C)C(=O)c2sc3cc(Cl)ccc3c2Cl)cc1 | -3 | -38 | -2 | -4 | 1 | 0.4 | -20 | 2.2 | 1
CC1CCc2[nH]c3ccc(C(=O)N(C)CC(=O)Nc4ccc(F)cc4)cc3c2C1 (stereo unspecified) | 0 | -11 | 16 | -6 | 5 | 4.4 | -6 | 6.3 | -10
O=C(C(=Cc1ccccc1)c1ccccc1)c1ccccc1 | -4 | 13 | 7 | . | 1 | . | . | 0.7 | -9
CCc1ccc(N(CC(=O)Nc2ccc(OC)cc2OC)S(C)(=O)=O)cc1 | -1 | -5 | -4 | -11 | 6 | 0.8 | -17 | 0.4 | 16
Cc1ccc(C)c2nc(SCC(=O)N3CCCc4ccccc43)c(C#N)cc12 | -1 | -3 | 8 | 0 | 12 | 0.5 | -18 | 0.1 | -6
Cc1csc(NC(=O)CNS(=O)(=O)c2cccs2)n1 | -3 | -6 | 18 | -11 | 0 | 0.3 | -13 | 1.2 | -11
O=S(NCc1ccccc1)C12CC3CC(CC(C3)C1)C2 (stereo unspecified) | -1 | -6 | 26 | -2 | 22 | -0.6 | -8 | 0.9 | -27
COc1cnc(SC)nc1Nc1ccc(C#N)cc1 | -2 | -8 | -15 | 1 | 2 | 0.7 | -16 | 0.2 | 2
COc1ccc(C(=O)Cn2c(NCCCO)nc3ccccc32)cc1OC | -3 | 4 | 5 | 8 | 2 | 0.0 | -2 | 0.5 | -5
CCOc1ccc(S(=O)(=O)Nc2ccc3c(c2)n(C)c(=O)n3C)cc1 | 1 | 7 | 6 | -7 | 5 | 8.1 | -9 | 12 | 5
O=C(CCS(=O)(=O)Cc1ccccc1)Nc1nncs1 | 0 | -15 | 14 | -7 | -1 | 0.8 | 5 | 0.3 | -9

Carrying on:
SMILES | CHRM1 agonist | TAAR1 antag | M1 PAM parental | OXTR potentiate | TAAR1 ag | V1aR counter | CHO parental Ca | CHO-K1 Ca ag | CHO-K1 Ca antag
CCN(C(=O)COC(=O)/C(C#N)=C/c1cc(C)n(CCOC)c1C)c1c(N)n(Cc2ccccc2)c(=O)[nH]c1=O | -2 | 8 | -19 | . | 2 | . | . | 0.1 | 12
CCn1c(COc2ccc(C)cc2)nc2ccccc21 | -5 | -2 | 13 | -6 | 0 | -1.3 | -14 | 0.6 | -19
COc1ccc(CNc2nc(-c3ccccc3)nn2C(=O)c2cccs2)cc1 | -4 | 5 | 9 | -6 | 3 | 0.6 | -13 | -0.2 | -6
COc1ccc(C(C)(NC(C)=O)c2nc(-c3cccnc3)cs2)cc1 (stereo unspecified) | -1 | -17 | -8 | . | 1 | . | . | -0.2 | -3
CCOc1ccc(NC(=O)c2cccc(OC(=S)N3CCC(C)CC3)c2)cc1 | -3 | 5 | -7 | -10 | 1 | -0.3 | -11 | 0.6 | 23
CCC(C)NC(=O)C1CCCN(C(=O)Nc2ccc(F)cc2)C1 (stereo unspecified) | -3 | 5 | 9 | 1 | 12 | 0.1 | -8 | -0.1 | 1
CC1CCN(c2ccc([N+](=O)[O-])cc2C(N)=O)CC1 | -2 | 5 | 2 | 4 | 5 | 0.5 | 3 | 0.1 | -7
COc1cc(C(=O)O/N=C2/C=C(C)C(=O)C=C2C)cc(OC)c1OC | -4 | 1 | -10 | -8 | 1 | -0.6 | -2 | -0.2 | 18
COc1cc(NC(=O)C2CC2)c(C(=O)O)cc1OC | -5 | 0 | 15 | 0 | 6 | -0.4 | -2 | -0.4 | -8
COc1ccc(C(=O)COC(=O)c2cncc(Br)c2)cc1 | -2 | -8 | 5 | -3 | 10 | 0.6 | -24 | 2.6 | -14
COc1ccc([C@@H]2[C@@H]3C(=O)N(C(C)(C)C)C(=O)[C@@H]3[C@]3(C)C(=O)N(c4cccc(C)c4)C(=O)N23)cc1 | -4 | 11 | 7 | 0 | 7 | 0.6 | -23 | 0.5 | -9
CCn1nc(C(=O)NCc2nnc3ccccn23)c2ccccc2c1=O | -3 | -2 | 13 | . | 0 | . | . | 1.3 | -6
CCOc1ccc(C(CC(=O)O)NC(=O)C23CC4CC(CC(C4)C2)C3)cc1 (stereo unspecified) | -5 | -10 | 13 | -5 | 10 | -0.2 | -1 | 0.4 | -18
CCCC1O[C@@H]2CC3C4CCC5=CC(=O)C=C[C@]5(C)C4C(OC(C)=O)C[C@]3(C)[C@]2(C(=O)COC(C)=O)O1 (stereo partly specified) | -4 | -7 | 9 | 5 | -1 | -2.0 | -24 | 0.7 | -15
CCOC(=O)c1ccccc1NC(=O)CSc1nc2[nH]ncc2c(=O)[nH]1 | 0 | -13 | -20 | -8 | 5 | -0.6 | -7 | 0.0 | 8
CN(C)C(=O)[C@H]1C[C@H]1[C@@H](O)[C@H](CO)NC(=O)[C@H](Cc1ccccc1)NC(=O)OC(C)(C)C | -2 | -6 | 2 | -8 | 9 | 0.5 | -7 | -0.1 | 4
CCN(CC)C(=S)Nc1ccc(Cl)c(Cl)c1 | -8 | -3 | 20 | -4 | 12 | 0.2 | -11 | 1.2 | -7
S=C(NCCC(c1ccccc1)c1ccccc1)Nc1ccccc1Cl | -4 | 50* | 1 | -14 | 7 | 0.6 | -24 | 0.7 | -3
O=C(OCc1nc2ccc(Cl)cc2n1CCO)c1ccc2c(c1)OCO2 | -3 | -2 | 16 | -10 | 9 | 5.9 | -15 | 5.5 | -3
CCOc1ccc(CN2CCNC(=O)C2CC(=O)O)cc1 (stereo unspecified) | -3 | -3 | 4 | -3 | 10 | -0.3 | 3 | 0.1 | 8
O=C(Cn1c(=O)c2cccn2c2ccccc21)NCCc1ccccc1 | -1 | 0 | -4 | -7 | 4 | 1.8 | 14 | 0.0 | 11
O=C(Cc1ccccc1)Nc1ccc(NC(=O)c2ccccc2)nc1 | -7 | 3 | 7 | -1 | 53* | 0.4 | -16 | 0.2 | 3
O=C(Oc1ccccc1C(=O)N1CCOCC1)c1ccccc1 | -4 | -2 | 16 | -3 | -1 | -0.2 | -2 | 0.5 | -5
Cc1ccc(N=C(NO)c2nonc2N)c(C)c1 | -10 | -18 | 18 | -5 | 3 | 1.6 | -5 | 2.0 | -5
Cc1nccn1CCCNC(=O)CC1C(=O)NCCN1Cc1ccc(Cl)c(F)c1 (stereo unspecified) | -12 | -5 | 7 | -5 | 6 | 1.0 | 1 | 0.6 | -7
CCCN1CNC(=S)N(c2cccc(C)c2)C1 | -1 | -20 | -15 | -13 | 2 | -1.4 | 0 | 2.5 | -3
CC1CCC2(CC1)NC(=O)N(NC(=O)c1cccs1)C2=O (stereo unspecified) | -3 | 14 | 9 | 1 | -3 | 0.5 | -11 | 0.1 | -5
O=S1(=O)[C@H]2C[C@@H]3C=C[C@@]2(CN1Cc1cccc(F)c1)O3 | -3 | -2 | 2 | 0 | 1 | 2.8 | 1 | -0.4 | 7

Another view of some results above:
Molecule	CHRM1 agonist	TAAR1 antag	M1 PAM parental	OXTR potentiate	TAAR1 ag	V1aR counter	CHO parental Ca	CHO-K1 Ca ag	CHO-K1 Ca antag
COc1ccc(CNc2nc(-c3ccccc3)nn2C(=O)c2cccs2)cc1	-4	5	9	-6	3	0.6	-13	-0.2	-6
COc1ccc(C(C)(NC(C)=O)c2nc(-c3cccnc3)cs2)cc1 (stereo unspecified)	-1	-17	-8	.	1	.	.	-0.2	-3

Structures listed so far printed as active in TAAR1 antag.
compound	CHRM1 agonist	TAAR1 antag	OXTR potentiate	TAAR1 ag
S=C(NCCC(c1ccccc1)c1ccccc1)Nc1ccccc1Cl	-4	50*	-14	7
